Screens (PubChem BioAssay)
AT treatment: candidate therapy for ataxia-telangiectasia | […] A-T fibroblasts, KAP-1 phosphorylation AlphaLISA; neocarzinostatin DNA damage 30 min before lysis | Potency, µM (top dose mostly 57.5 µM), for the others: top-dose activation, most hits filed as activators | actives 0.19% (n = 320,000); also: potency is read from the fitted curve at half-maximal effect; % of control where 0% means no effect; nearly all actives have a fitted effect of over 45% in size
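ATM-like activity read as KAP-1 phosphorylation via AlphaLISA donor/acceptor antibody pairs after lysis and 6 hr at 25C. Cells were ATM-null patient fibroblasts ([…], hTERT), dosed 60 min, then exposed to the DSB inducer NCS for 30 min.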
TSHR antagonist: human thyrotropin receptor antagonism | actives 0.2% (n = 330,000) | activity change, negative = inhibition, % at 11.5 µM | AID 504810 | TSHR-expressing cells, TSH-stimulated cAMP HTRF, 2 h; hits give low values;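 active = activity change below a set negative limit, meaning inhibition stronger than a set level, cut at about -70% in these data; inconclusive = activity change between two set negative limits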; also: % is scaled to controls: 0 for no effect and ±100 for the full control effect
Target sequence (P16473 whole entry, looked up): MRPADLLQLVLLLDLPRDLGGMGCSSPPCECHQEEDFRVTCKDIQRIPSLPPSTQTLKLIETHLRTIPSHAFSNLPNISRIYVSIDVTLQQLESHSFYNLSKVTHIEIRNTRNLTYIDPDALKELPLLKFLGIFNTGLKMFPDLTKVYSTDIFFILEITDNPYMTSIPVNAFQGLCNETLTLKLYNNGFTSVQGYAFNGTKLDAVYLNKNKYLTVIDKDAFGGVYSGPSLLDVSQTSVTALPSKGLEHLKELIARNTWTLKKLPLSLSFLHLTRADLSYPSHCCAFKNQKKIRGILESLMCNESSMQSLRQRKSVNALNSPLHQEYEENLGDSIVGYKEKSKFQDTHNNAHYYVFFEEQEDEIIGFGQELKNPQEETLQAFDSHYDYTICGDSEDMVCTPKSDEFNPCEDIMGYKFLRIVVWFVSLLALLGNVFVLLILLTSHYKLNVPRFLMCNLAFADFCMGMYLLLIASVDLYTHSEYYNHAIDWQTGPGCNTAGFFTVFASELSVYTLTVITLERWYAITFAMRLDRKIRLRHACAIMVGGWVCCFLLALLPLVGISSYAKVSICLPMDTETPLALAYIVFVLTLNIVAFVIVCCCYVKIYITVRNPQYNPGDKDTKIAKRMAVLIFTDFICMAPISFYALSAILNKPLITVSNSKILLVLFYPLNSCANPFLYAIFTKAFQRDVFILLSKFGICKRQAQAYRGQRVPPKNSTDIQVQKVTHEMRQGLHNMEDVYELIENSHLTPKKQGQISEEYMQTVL
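TSHR-expressing cells, 200/well, pre-treated with compound, then stimulated with EC80 TSH (4nM final) for 2 hours at 37 deg C. cAMP measured by competitive HTRF: anti-cAMP cryptate antibody in lysis buffer plus cAMP-d2, read after 30 minutes at room temperature.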
S-ASM inh: blocks human secretory acid sphingomyelinase; P17405; placental ASM, HMU-PC fluorogenic substrate, 60 min; Potency, µM (titrated, usually from 57.5 µM), without a hit: at the top dose activity change, negative = inhibition, usual class: inhibitors; actives 0.006% (n = 340,000); also: potency is read from the fitted curve at half-maximal effect
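Human placenta-derived ASM preincubated with compound 10 min at room temperature, then reacted with 9 uM (final) fluorogenic HMU-PC substrate for 60 min at 37 C. Stop solution raises pH to 10; fluorescence read at Ex 386/Em 447 nm.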
Mito fusion yeast: inhibitors of mitochondrial division or activators of mitochondrial fusion; S. cerevisiae fusion-defective mutant growth rescue, CellTiterGlo 48 h; Potency, µM (doses to about 46.1 µM), for inactives: top-dose growth rescue (activation), usual class: activators; actives 0.23% (n = 320,000); AID 485298;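 also: potency is read from the fitted curve at half-maximal effect; % of control where 0% means no effect; nearly all actives have a fitted effect of over 45% in size; temperature-sensitive fusion mutants such as fzo1-1 at 37 °C on non-fermentable ethanol glycerol medium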
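Temperature-sensitive fusion-defective S. cerevisiae (e.g. fzo1-1, mgm1-5) were grown with compound in YPEG medium (3% ethanol, 3% glycerol) for 48 hours at 37C. Growth rescue was measured as viability by CellTiterGlo luminescence after 10 minutes at ambient.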
TSG101-PTAP inh: blocks PTAP/TSG101 interaction to inhibit HIV-1 budding | Q99816 | Fluorescence polarization, FITC-PTAP peptide / Tsg101 binding | Potency, µM (doses to about 115 µM), for the others: top-dose activity change, negative = inhibition, hits mostly inhibitors | 340,000 tested, under 10 active; active = well fitted inhibition curve with a large enough effect in the main read-out, with a control signal flat, not every such curve was filed as active; inconclusive = small, poorly fitted or top-dose-only effect, or effect the other way, or a change in a side signal; inactive = no such curve, though single readings can be large or run the other way; also: potency is read from the fitted curve at half-maximal effect; % of control where 0% means no effect
Target sequence (Q99816 whole entry, looked up): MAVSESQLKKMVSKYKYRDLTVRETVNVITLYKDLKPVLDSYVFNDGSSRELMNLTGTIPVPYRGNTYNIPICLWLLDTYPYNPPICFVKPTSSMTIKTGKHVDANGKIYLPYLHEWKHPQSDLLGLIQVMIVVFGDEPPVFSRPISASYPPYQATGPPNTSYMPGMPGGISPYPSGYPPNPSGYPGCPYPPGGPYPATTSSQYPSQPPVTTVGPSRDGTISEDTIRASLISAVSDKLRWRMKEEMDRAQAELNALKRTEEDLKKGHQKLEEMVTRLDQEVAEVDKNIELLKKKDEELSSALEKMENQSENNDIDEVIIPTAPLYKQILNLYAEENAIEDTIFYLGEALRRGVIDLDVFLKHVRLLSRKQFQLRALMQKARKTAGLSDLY
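Steps: Tsg101 binding domain dispensed (10 uM final), compounds pinned in DMSO, FITC-labeled PTAP-motif peptide added (50 nM final); after 20 min binding at room temperature, polarization measured.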
Menin MLL FP TR: menin-MLL binding inhibition, Texas Red mutant peptide; Menin + Texas Red MLL mutant peptide, fluorescence polarization; Potency, µM (top dose mostly 61.6 µM), for inactives: at the top dose FP activity change, negative = inhibition, most hits filed as inhibitors; actives 0.23% (n = 270,000); active = well fitted inhibition curve with a large enough effect in the polarisation, with a control signal flat, not every such curve was filed as active; inconclusive = small, poorly fitted or top-dose-only effect, or effect the other way, or a change in a side signal; inactive = no such curve, though single readings can be large or run the other way; the % refers to the polarisation; also: potency is read from the fitted curve at half-maximal effect; % of control where 0% means no effect; many of its hits are not listed in these tables
TCR activator: T cell receptor activation; primary human leukocytes, anti-CD3, IL-2 HTRF, 48 h; Potency, µM (series often up to 9.22 µM), for the others: at the highest dose activation of IL-2 secretion, usual class: activators; 330,000 tested, under 10 active; AID 504894; also: % of control where 0% means no effect
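TCR engagement came from a-CD3 beads alone, with compounds added to primary human leukocytes for 48 hr. Secreted IL-2 bridged europium cryptate- and d2-labelled anti-IL-2 antibodies, giving FRET emission at 665nm after 320nm excitation.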
CXXC DNA block: blocks binding of human MLL CXXC domain to DNA | Potency, µM (doses to about 115 µM), for inactives: at the top dose activity change, negative = inhibition, usual class: inhibitors | actives 0.037% (n = 290,000) | MLL-CXXC / FITC-HOXA9 DNA fluorescence polarization; active = well fitted inhibition curve with a large enough effect in the polarisation, with a control signal flat, not every such curve was filed as active; inconclusive = small, poorly fitted or top-dose-only effect, or effect the other way, or a change in a side signal; inactive = no such curve, though single readings can be large or run the other way; the % refers to the polarisation; also: potency is read from the fitted curve at half-maximal effect
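Purified MLL-CXXC (added from a 7 uM solution) was preincubated 5 min at ambient with pinned compounds in 50 mM Tris-HCl pH 7.5, 50 mM NaCl, 1 mM DTT, 0.05% BSA. Fluorescein-labeled HOX-A9 DNA (50 nM solution) followed, 30 min, then polarization read.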
MBNL1 CUG block: MBNL1-poly(CUG) RNA binding inhibition; Q9NR56; TR-FRET MBNL1-His/biotin-(CUG)12 binding, 665/545 ratio; Potency, µM (series often up to 57.5 µM), for inactives: at the highest dose activity change, negative = inhibition, most hits filed as inhibitors; actives 0.036% (n = 280,000); AID 2675; active = well fitted inhibition curve with a large enough effect in the signal ratio, with a control signal flat, not every such curve was filed as active; inconclusive = small, poorly fitted or top-dose-only effect, or effect the other way, or a change in a side signal; inactive = no such curve, though single readings can be large or run the other way; the % refers to the signal ratio; also: potency is read from the fitted curve at half-maximal effect; % is scaled to controls: 0 for no effect and ±100 for the full control effect
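TR-FRET readout: Ex 340 nm, 665/545 nm emission ratio, normalized to buffer-only (basal) and MBNL1-(CUG)12 controls. Complex of MBNL1-His with Biotin-(CUG)12, compounds 92 nM–58 uM, incubated 60 min at room temperature.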
a7 integrin act: activators of alpha7 integrin expression for muscular dystrophy. Potency, µM (titrated, usually from 38.3 µM), for inactives: top-dose activation, actives largely listed as activators. alpha7betagal myoblasts, beta-gal FDG fluorescence, 48 h. actives 0.064% (n = 350,000). AID 624291;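 also: potency is read from the fitted curve at half-maximal effect; 100% = response of the positive control SU9516; nearly all actives have a fitted effect of over 60% in size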
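alpha7betagal+/- myoblasts (passage 13, 250/well) treated 48 h at 37C with compounds at 1:260 dilution of DMSO stock. Lysed, then beta-galactosidase activity read as FDG fluorescence (ex 480/em 540) after 30 min, with pre-read for autofluorescence.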
* hit, by the source's call; & = joins results of further samples; [ ] = remark or other dose. Unless noted, calls follow the shape of the dose curve; as a rule, active = well fitted curve in the direction sought with a large enough effect; inconclusive = small, poorly fitted or top-dose-only effect, or another doubt; inactive = no such curve, though single readings can be large; an effect the other way counts as inactive or inconclusive. The list is partial; count on the stated rates, not on these rows.

Screening CC(=O)Nc1ccc(S(=O)(=O)Nc2cccc3[nH]ncc23)cc1 returned AT treatment -3%, TSHR antagonist 3, S-ASM inh -4%, Mito fusion yeast -2%, TSG101-PTAP inh 0%, Menin MLL FP TR 10%, TCR activator -11%, CXXC DNA block 4%, MBNL1 CUG block -5% and a7 integrin act 10%.
`OCc1cc(C(O)CNCCCCCCOCCCCc2ccccc2)ccc1O` (stereo not drawn) gave AT treatment 1%, TSHR antagonist -14&-3&28, S-ASM inh 0%, Mito fusion yeast 1%&4%&2%, TSG101-PTAP inh -9%, Menin MLL FP TR inconclusive, TCR activator -10%, CXXC DNA block -9%&1%&11% and MBNL1 CUG block -5%.
For CN=C1S/C(=C\c2ccc(N3CCOCC3)cc2C)C(=O)N1C the results were AT treatment 0%, TSHR antagonist 0, S-ASM inh 0%, Mito fusion yeast 0%, TSG101-PTAP inh -1%, Menin MLL FP TR -9%, TCR activator -3%[46.1 µM], CXXC DNA block 13% and a7 integrin act 4%.
CCOC(=O)CC(=O)CSc1nc2c(c(-c3cccs3)c1C#N)CCC2 was read as AT treatment 9%, TSHR antagonist 11, S-ASM inh -3%, Mito fusion yeast 21%, TSG101-PTAP inh -1%, Menin MLL FP TR -8%, TCR activator 4%[46.1 µM], CXXC DNA block 3%, MBNL1 CUG block 29% and a7 integrin act 4%.
For CC(=O)c1cccc(NC(=O)N2C3CCC2CC(NC(=O)Nc2ccccc2)C3)c1 (stereo not drawn) the results were AT treatment -1%, TSHR antagonist 8, S-ASM inh -1%, Mito fusion yeast 0%, TSG101-PTAP inh -6%, Menin MLL FP TR 15%, TCR activator 3%, CXXC DNA block -2%, MBNL1 CUG block -2% and a7 integrin act -6%.
Screening Cc1nc(NCCc2cnc[nH]2)c2oc3ccccc3c2n1 returned AT treatment 9%, TSHR antagonist -6, S-ASM inh -1%, Mito fusion yeast 1%, TSG101-PTAP inh -2%, Menin MLL FP TR -12%, TCR activator 13%, CXXC DNA block 20%, MBNL1 CUG block -6% and a7 integrin act 20%.
Screening COc1ccc(Br)cc1CNC(=O)CCC(=O)N1CCSc2ccccc21 returned AT treatment -1%, TSHR antagonist 18, S-ASM inh 3%, Mito fusion yeast 3%, TSG101-PTAP inh 1%, Menin MLL FP TR -10%, TCR activator 9%, MBNL1 CUG block -3% and a7 integrin act 3%.
`CCCCn1c(/N=C/c2ccc3c(c2)OCO3)nc2ccccc21` gave TSHR antagonist 12, S-ASM inh -2%, Mito fusion yeast 1%, TSG101-PTAP inh -1%, Menin MLL FP TR 2%, TCR activator 0%, CXXC DNA block -10%, MBNL1 CUG block 1% and a7 integrin act -7%.
For CN(CCNC(=O)c1ccc(/C=N/O)nc1)Cc1ccccc1 the results were AT treatment 3%, TSHR antagonist 5, S-ASM inh 5%, Mito fusion yeast -13%, TSG101-PTAP inh -1%, Menin MLL FP TR 9%, TCR activator 2%[46.1 µM], CXXC DNA block 14%, MBNL1 CUG block 7% and a7 integrin act 21%.
For C=CCc1c(C)nc(SCc2nc3ccccc3c(=O)[nH]2)[nH]c1=O the results were TSHR antagonist -7, S-ASM inh 1%, Mito fusion yeast 5%, TSG101-PTAP inh -5%, Menin MLL FP TR inconclusive, TCR activator -6%, CXXC DNA block -19%, MBNL1 CUG block -3% and a7 integrin act 11%.
Screening O=C(O)c1ccc2c(c1)C(=O)N(c1ccc(Cl)cn1)C2=O returned AT treatment -4%, TSHR antagonist -10, S-ASM inh 0%, Mito fusion yeast -3%, TSG101-PTAP inh 0%, Menin MLL FP TR -11%, TCR activator 5%, CXXC DNA block 3%, MBNL1 CUG block inconclusive and a7 integrin act -8%.
`O=C(NCCc1cccc(Cl)c1)C1CCC(=O)N(Cc2ccc(Cl)cc2)C1` (stereo not drawn) gave AT treatment 9%, TSHR antagonist 0, S-ASM inh 0%, Mito fusion yeast 3%, TCR activator 1%, CXXC DNA block -1%, MBNL1 CUG block -5% and a7 integrin act -18%.
Screening CCOC(=O)c1nnn(-c2nonc2-n2cccc2)c1CN1CCCCC1 returned AT treatment 5%, TSHR antagonist -33, S-ASM inh -2%, Mito fusion yeast -2%, TSG101-PTAP inh -5%, Menin MLL FP TR -14%, TCR activator 5%, CXXC DNA block -4%, MBNL1 CUG block -6% and a7 integrin act -10%.
COC(=O)COc1cccc(NC(=O)c2ccc(C)cc2)c1 was read as AT treatment -3%, TSHR antagonist 0, S-ASM inh -1%, Mito fusion yeast 1%, TSG101-PTAP inh -2%, Menin MLL FP TR 20%, TCR activator -2%, CXXC DNA block 3%, MBNL1 CUG block -3% and a7 integrin act 0%.
Screening FC(F)(F)c1nnc2c(Sc3ccccc3)nc3ccccc3n12 returned AT treatment 1%, TSHR antagonist -5, S-ASM inh -2%, Mito fusion yeast -1%, TSG101-PTAP inh -3%, Menin MLL FP TR -8%, TCR activator 15%, CXXC DNA block 33%[activator], MBNL1 CUG block 10% and a7 integrin act -25%.
Screening CCCOC1CCCN(Cc2cn(C)nc2-c2ccccc2F)C1 (stereo not drawn) returned AT treatment -5%, TSHR antagonist -3, S-ASM inh 7%, Mito fusion yeast -2%, TSG101-PTAP inh 3%, Menin MLL FP TR -3%, TCR activator -5%, CXXC DNA block -9%, MBNL1 CUG block 7% and a7 integrin act inconclusive.
`COc1ccc(S(=O)(=O)Nc2ccc3c(c2)OCCO3)cc1OC` gave AT treatment 7%, TSHR antagonist -11, S-ASM inh -1%, Mito fusion yeast 0%, TSG101-PTAP inh -4%, Menin MLL FP TR -1%, TCR activator 3%, CXXC DNA block 1%, MBNL1 CUG block -8% and a7 integrin act -23%.
COc1cc(OC)c2c(-c3cccc(-c4ccc(C(F)(F)F)cc4)c3)cc(=O)oc2c1 was read as AT treatment 8%, TSHR antagonist -11, S-ASM inh -19%, TSG101-PTAP inh 1%, Menin MLL FP TR 6%, TCR activator 0%[46.1 µM] and a7 integrin act 9%.
CCOc1cc(N2CCOCC2)c(OCC)cc1NC(=O)Cn1cnnn1 was read as AT treatment -11%, TSHR antagonist 5, S-ASM inh 2%, TSG101-PTAP inh -3%, TCR activator 3% and a7 integrin act 18%.
Screening Cc1ccc(S(=O)(=O)N(Cc2ccc([N+](=O)[O-])cc2)C(=O)N2CCN(C)CC2)cc1 returned AT treatment 4%, TSHR antagonist 5, Mito fusion yeast 5%, TSG101-PTAP inh -1%, TCR activator 1% and a7 integrin act 22%.
Screening Cc1cc(=O)oc2c(N)c(O)ccc12 returned AT treatment -3%, TSHR antagonist -1, S-ASM inh 17%, Mito fusion yeast -5%, TSG101-PTAP inh -3%, Menin MLL FP TR -4%, TCR activator -8%, CXXC DNA block -3%, MBNL1 CUG block 14% and a7 integrin act -13%.
`CCCCNC(=S)NCc1ccc2[nH]c3c(c2c1)CCCC3` gave AT treatment -6%, TSHR antagonist -14, S-ASM inh -3%, Mito fusion yeast 1%, TSG101-PTAP inh 0%, Menin MLL FP TR inconclusive, TCR activator -2%, CXXC DNA block 2%, MBNL1 CUG block -12% and a7 integrin act -13%.
Screening O=C(N/C(=C\c1ccc(Cl)cc1)C(=O)N1CCCCC1)c1ccco1 returned AT treatment -9%, TSHR antagonist -2, S-ASM inh -3%, Mito fusion yeast 21%, TSG101-PTAP inh -3%, Menin MLL FP TR 1%, TCR activator 7%, CXXC DNA block 7%, MBNL1 CUG block 3% and a7 integrin act -1%.
CC(C)CS(=O)(=O)C1=NSC2=NC(=O)/C(=C\c3ccc(OC(=O)c4ccco4)cc3)C(=N)N21 was read as AT treatment -13%, TSHR antagonist -9, S-ASM inh inconclusive, Mito fusion yeast 1%, TSG101-PTAP inh -19%, TCR activator 10%, CXXC DNA block 13%, MBNL1 CUG block 16% and a7 integrin act 9%.
For O=C(CN1C(=O)CC(c2ccco2)Sc2ccccc21)NCC1CCCO1 (stereo not drawn) the results were AT treatment 2%, TSHR antagonist -8, S-ASM inh 5%, Mito fusion yeast -1%, TSG101-PTAP inh -12%, Menin MLL FP TR 5%, TCR activator 4%, CXXC DNA block 1%, MBNL1 CUG block -3% and a7 integrin act -1%.
For COc1cc(Cl)c(NS(=O)(=O)c2cc3[nH]c(=O)c(=O)[nH]c3cc2C)c(OC)c1 the results were AT treatment -4%, TSHR antagonist -6, S-ASM inh -7%, Mito fusion yeast -1%, TSG101-PTAP inh -3%, Menin MLL FP TR -16%, TCR activator 5%, MBNL1 CUG block 4% and a7 integrin act 3%.
